PAX8 inh HTS: inhibitors of PAX8-driven TPO luciferase reporter, primary screen, RMG-I cells, single concentration | SteadyGlo, 24 h | inhibition, % at 12.6 µM | 360,000 tested, 1.2% active;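 active = mean replicate inhibition at least 60% with every replicate also reaching 60%; inconclusive = only one of the two criteria is met; inactive = mean below 60% and not all replicates reaching 60%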;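 also: luciferase light reporting Pax8 driven TPO promoter activity; plate controls were median of neutral control wells for no effect and mitoxantrone controls for full effect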
Cneo AK release: Cryptococcus neoformans cell lysis inducers, primary screen, AK release luminescence, single concentration. C. neoformans lysis, adenylate kinase release luminescence, 4 h; normalised: neutral wells 0, clomiphene wells 100. lysis activity, % at 15 µM. 360,000 tested, 0.2% active. AID 651654, 2012;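 active = mean lysis activity across replicates of at least 80%, whatever share of replicates individually reach that level; inactive = mean lysis activity below 80%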
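Material: C. neoformans cells; Schedule: 4 h static compound exposure, 37 °C, read 1 h post-reagent; Measured by: adenylate kinase release luminescence; Read-out: signal increase indicating cell lysis; Controls: Clomiphene as positive lysis control.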
LGR2 antag: inhibitors of bursicon-induced LGR2 CRE-luciferase signal, primary screen, cell-based, HEK293, CRE-luciferase reporter, bursicon stimulation; 380,000 tested, 0.35% active; inhibition, % at 9.99 µM; bursicon-stimulated, 4 h; AID 720647, 2013; Drosophila bursicon receptor LGR2 (rickets);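 active = drop in luminescence signal, shown as inhibition above about 50% in the replicate tests, limit read from the data, passing the limit was not always enough; inconclusive = probably only some replicates passing the limit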;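 also: agonist challenge used bursicon conditioned medium at about half maximal strength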
EWS-Fli inh: EWS/Fli-driven NR0B1 reporter inhibitors, primary screen, A673 cells, NR0B1 luciferase, luminescence, MLPCN library; viability-normalised; 350,000 tested, 0.67% active; inhibition, % at 12.6 µM;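 active = mean inhibition of at least 50% after viability correction, with every replicate also passing that limit; inconclusive = mean reaches 50% but only one of two replicates passes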;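 also: firefly luciferase signal divided by Alamar Blue viability fluorescence both relative to DMSO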
CASP6 VEID inh: human caspase-6 inhibitors, primary screen, biochemical, VEID-R110 fluorescence, single point, set 2. P55212. purified caspase-6, Z-VEID-R110 cleavage fluorescence. inhibition, % at 12.5 µM. 350,000 tested, 0.53% active;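 active = mean inhibition across replicates at least about 35%, with every replicate also reaching that limit, limit read from the data; inconclusive = only one of the two criteria met; inactive = neither criterion met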;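 also: 0% = median of neutral control wells and 100% = no fluorescence left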
Target sequence (P55212 24-179 limits assumed): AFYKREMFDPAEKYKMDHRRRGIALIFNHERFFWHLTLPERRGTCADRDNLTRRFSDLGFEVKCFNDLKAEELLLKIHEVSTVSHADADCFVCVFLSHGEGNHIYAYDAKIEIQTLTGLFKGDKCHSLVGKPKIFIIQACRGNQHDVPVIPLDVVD
Target sequence (P55212 194-293 limits assumed): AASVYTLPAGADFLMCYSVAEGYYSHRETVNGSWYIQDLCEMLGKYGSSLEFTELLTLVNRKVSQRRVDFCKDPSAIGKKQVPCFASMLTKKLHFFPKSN
FN deposit inh: inhibitors of fibronectin matrix deposition, primary screen, AH1F cells, Alexa488-fibronectin fluorescence, plate reader; AH1F fibroblasts, overnight; inhibition, % at 12.6 µM; 350,000 tested, 0.086% active;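 active = mean inhibition across replicates of 30% or more, regardless of how many single replicates reach that level; inconclusive = mean under 30% yet at least half of replicates reach 30%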;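 also: positive control wells lacked labelled fibronectin entirely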
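Material: AH1F fibroblast monolayer depositing Alexa488-labelled fibronectin into matrix | Input: 10000 AH1F cells/well | Medium: DMEM plus 2% serum, read in PBS | Reagent: Alexa488-fibronectin, 24 nM final in well | Compound dosing: One dose per compound, pinned | Schedule: 1 h adhesion, overnight exposure | Measured by: Fluorescence at 485 nm excitation, 525 nm emission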
miR-122 sensor: miR-122 Renilla sensor signal increase in Huh7, primary screen, miR-122 inhibitor project, cell-based, single point, plate reader. Huh7 miR-122 Renilla luciferase sensor, 48 h; neutral wells = 0, positive control = 100. activation (reporter increase), % at 12.5 µM. 340,000 tested, 0.3% active. AID 602342, 2012;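 active = mean replicate activation score at least 90 and every replicate individually at or above 90; inconclusive = only one of the two criteria met; inactive = neither criterion met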;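 also: higher luciferase means less miR-122 activity so hits act as miR-122 inhibitors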
PGC1a acetyl inh: inhibitors of PGC1a acetylation signal, primary screen, cell-based, U2OS, AlphaScreen, inhibitor mode; AlphaScreen anti-acetyl-lysine; with virally co-expressed GCN5 acetyltransferase; inhibition, % at 15.6 µM; 350,000 tested, 0.17% active;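 active = every replicate shows inhibition of at least 40%; inconclusive = mean inhibition at least 40% but some replicate below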;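 also: 0% = neutral control wells and 100% = positive control wells; some results beyond the cut were filed as inactive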
* marks the source's active call; other numbers are inactive results; ? = inconclusive; nt = no result given; & = joins results of further samples; [ ] = remark or other dose.

SMILES	PAX8 inh HTS	Cneo AK release	LGR2 antag	EWS-Fli inh	CASP6 VEID inh	FN deposit inh	miR-122 sensor	PGC1a acetyl inh
O=C(CCCCn1c(=O)c2ccccc2n(Cc2ccccc2F)c1=O)NC1CCN(Cc2ccccc2)CC1	17	-1	9	17	-2	5	-4	3
O=C(COc1nc2ccccc2nc1N1CCOCC1)Nc1ccc(S(=O)(=O)N2CCCC2)cc1	30	1	-5	-5	-2	11	-9	nt
CCC(=O)N1CCN(c2ccc(NC(=O)c3ccc4c(c3)OCO4)cc2)CC1	nt	-2	nt	nt	nt	11	-2	-2
O=S1(=O)CCOC[C@H](c2ccccc2)N1Cc1cccc(Cl)c1	-6	0	0	-5	1	3	-10	nt
Cn1nc(-c2ccccc2)c2cc([N+](=O)[O-])ccc21	-7	-2	-8	-13	-1	-5	7	3
Cn1c(=O)c2c(-c3ccccc3)n(-c3cc(Cl)c([N+](=O)[O-])cc3O)cc2n(C)c1=O	18	0	3	6	3	1	-24	7
CCC(C)(C)c1ccc(OCCCC[n+]2cccc(C)c2)c(C(C)(C)CC)c1	71*	nt	nt	0	-108	18	nt	nt
CN1CCN(C(=S)NC(=O)c2ccco2)CC1	-8	nt	-7	-4	nt	nt	nt	1
O=c1[nH]c2cc3c(cc2cc1CN(CCc1ccccc1)C(=S)NCCCN1CCOCC1)OCCO3	30	0	1	6	2	10	1	-2
Cc1ccc(S(=O)(=O)Nc2ccc3c(c2)CC(=O)N([C@@H](C)CO)C[C@H](C)[C@H](CN(C)C(=O)Nc2ccc4c(c2)OCO4)O3)cc1	-13	-4	-15	-17	0	-4	8[16.7 µM]	2
CC(C)n1cnc2c(N(C)c3cccc(Cl)c3)nc(N(CCO)CCO)nc21	-6	0	-6	2	2	-1	4	3
COc1ccc(Nc2c3c(nc4ccccc24)CCC3)c(OC)c1	29	1	24	22	1	7	-16	-10
C[C@H](CO)N1C[C@H](C)[C@@H](CN(C)Cc2ccc3c(c2)OCO3)Oc2c(NC(=O)C3CCCCC3)cccc2C1=O	-6&10	-1&0	-2	13&3	-1&10	1	?	-9&-15
CCOc1ccc(CCNC(=O)COC(=O)c2cc(S(=O)(=O)N3CCOCC3)ccc2F)cc1OCC	4	1	19	-4	-3	-9	-3	8
C=CCn1c(=O)c(C(=O)NCCc2ccc(Cl)cc2)c(O)c2cc(OC)c(OC)cc21	11	0	2	2	-2	0	1	nt
COCCn1c(SCC(=O)N(C)c2ccccc2)nc2c([nH]c3ccccc32)c1=O	16	0	-4	nt	-3	-1	-3	5
C[C@H]1CN([C@@H](C)CO)C(=O)CCCn2cc(nn2)CO[C@@H]1CN(C)S(=O)(=O)c1cccs1	-5&6	0&3	-8	-5&3	1&1	3&4	-7	-1&-9
C[C@@H]1CN([C@H](C)CO)C(=O)Cc2cc(NC(=O)Cc3ccccc3)ccc2O[C@@H]1CN(C)S(=O)(=O)c1ccc(Cl)cc1	5	1	6	3	-2	7	-5[16.7 µM]	-3
O=C(c1cn(Cc2ccccc2)nc1-c1cccnc1)N1CCc2ccccc2C1	7	0	-12	2	-5	-6	6	8
O=C(N/N=C\c1ccccc1)c1cccc(C(=O)N/N=C\c2ccccc2)n1	-25	-4	-11	-8	4	-5	5	11
O=C(OCc1c(-c2ccccc2)ncc2ccccc12)c1ccc(F)cc1	-14	5	24	-9	-2	-8	12	-7
COc1ccc(NC(=O)c2cccc(S(=O)(=O)N(C)c3ccccc3)c2)cn1	-1	-4	8	-5	4	-1	12	15
Cc1cc(NC(=O)CSc2nc3cc(C(=O)NCCCOC(C)C)ccc3c(=O)n2Cc2ccco2)no1	10	0	-3	-1	5	-13	18	-3
Cc1ccc(S(=O)(=O)N(C)C[C@@H]2OCCCC[C@H](C)Oc3ccc(N(C)C)cc3C(=O)N([C@@H](C)CO)C[C@H]2C)cc1	54	4	-30	-11	0	-6	0[16.7 µM]	-4
CCN1C(=O)c2cccc3c(Cl)ccc1c23	26	-2	2	10	0	10	1	-6
C=CCn1c(C)c(C(C)=O)cc(NC(=O)c2ccccc2)c1=O	16	nt	12	-1	-1	-3	nt	-4
O=C(NNS(=O)(=O)c1ccc(Cl)cc1)c1cccs1	7	nt	-22	0	0	10	116*	nt
COc1ccc(CNC(=O)CSc2n[nH]c(N)n2)cc1OC	-5	6	2	4	-4	8	-2	0
COc1ccc(CSc2nc3ccccc3[nH]2)cc1	-152	-9	nt	nt	nt	-6	4	-25
COc1ccccc1NS(=O)(=O)c1ccc(C)c(C(=O)NNC(=O)c2csc(N3CCOCC3)n2)c1	-1	0	11	-28	0	-13	4	6
Cc1noc(C)c1S(=O)(=O)Nc1ccc2c(c1)C(=O)N([C@@H](C)CO)C[C@@H](C)[C@H](CN(C)Cc1ccc(C(=O)O)cc1)OCCCC[C@H](C)O2	-7	-4	-5	-5	1	1	3[16.7 µM]	-7
Fc1cccc(Cl)c1Cn1nnc2c(NCc3ccccn3)ncnc21	7	3	nt	nt	nt	-5	15	14
COc1ccccc1C(C)NC(=O)C1CCN(S(=O)(=O)c2cccs2)CC1 (configuration not stated)	1	0	5	15	-8	21	nt	nt
CC(C)NC(=O)NCC[C@@H]1CC[C@H](NC(=O)c2ccc(F)cc2)[C@H](CO)O1	-11	0	-13	-1	1	6	-16[16.7 µM]	-11
CCCC(=O)Nc1ccc2c(c1)C(=O)N(C)[C@@H]1CC[C@H](CC(=O)NCCc3ccccc3)O[C@@H]1CO2	8	0	4	0	nt	-3	-14[16.7 µM]	3
C[C@@H]1CN([C@H](C)CO)C(=O)c2cccc(NS(=O)(=O)c3ccccc3)c2O[C@@H]1CN(C)C(=O)Nc1ccc(F)cc1	-8	1	-1	-8	-2	nt	-4[16.7 µM]	3

A few values from above.
miR-122 sensor, `O=C(N/N=C\c1ccccc1)c1cccc(C(=O)N/N=C\c2ccccc2)n1` = 5
CASP6 VEID inh, `O=C(COc1nc2ccccc2nc1N1CCOCC1)Nc1ccc(S(=O)(=O)N2CCCC2)cc1` = -2
miR-122 sensor, `CCOc1ccc(CCNC(=O)COC(=O)c2cc(S(=O)(=O)N3CCOCC3)ccc2F)cc1OCC` = -3

Continuation:
SMILES	PAX8 inh HTS	Cneo AK release	LGR2 antag	EWS-Fli inh	CASP6 VEID inh	FN deposit inh	miR-122 sensor	PGC1a acetyl inh
CO/N=C\CC(=O)Nc1ccc(Cl)c(Cl)c1	16	nt	3	44	-2	-3	2	-26
COc1ccc(-c2cc(C(F)(F)F)n3nc(C(=O)Nc4c(C)n(C)n(-c5ccccc5)c4=O)c(Cl)c3n2)cc1	11	0	26	-3	-1	-3	-2	-5
COc1ccc(NC(=O)Cc2ccsc2)cc1S(=O)(=O)N1CCCCC1	14	1	-6	3	-6	6	nt	nt
O=C(COc1ccc(C(=S)N2CCCC2)cc1)Nc1ccc(F)cc1	0	4	9	nt	2	nt	-3	-23
CN(C)S(=O)(=O)c1ccc(Cl)c(C(=O)Nc2cccc3ncccc23)c1	2	1	1	4	2	-4	-8	-2
COc1ccc(S(=O)(=O)NC(=O)C2(C)CCN2C(=O)CC2CCCCC2)cc1OC (configuration not stated)	4	0	-4	0	1	-3	2	15
Cc1cc(C)nc(NC2=NCCN2C(=S)Nc2ccc(C)c(C)c2)n1	-1	nt	3	1	4	4	nt	8
CCc1ccccc1N(C(=O)c1snc(C(N)=O)c1N)C(C(=O)NCC1CCCO1)c1ccc(OC)c(OC)c1 (configuration not stated)	7	-1	7	22	5	-9	nt	nt
COc1ccc(S(=O)(=O)N(C)C[C@@H]2Oc3ccc(NS(=O)(=O)c4cn(C)cn4)cc3CC(=O)N([C@@H](C)CO)C[C@H]2C)cc1	-8	1	11	-10	-1	nt	2[16.7 µM]	5
CSCCC(=O)N1CC[C@@H](N2CCN(c3ccccc3F)CC2)[C@H](O)C1	6	0	7	3	-3	-3	-4	6
CS(=O)(=O)N(CC(=O)Nc1ccc2c(c1)OCO2)c1ccccc1	nt	0	6	nt	3	-5	nt	-14
CC1(C)S[C@@H]2[C@H](NC(=O)Cc3ccccc3)C(=O)N2[C@H]1C(=O)O	-57&-1	-2&0	-15&8	-6&11	1&25&0	-8&-2&6	-4	1
COc1ccc(OC)c(CCNC(=O)c2cccc(NC(=O)C3=C(C)OCCS3)c2)c1	2	-2	12	nt	0	-21	5	-15
Cc1cccc(N2CCN(C(=O)COc3ccc4c(c3)CCC4)CC2C)c1 (configuration not stated)	-2	1	-13	-6	0	-7	nt	nt
C[C@H](O)C#Cc1cnc2c(c1)C(=O)N([C@@H](C)CO)C[C@@H](C)[C@@H](CN(C)C(=O)Nc1ccc(C(F)(F)F)cc1)O2	-6	nt	-3	-14	nt	5	nt	1
CCCn1c(SCC(=O)NC2CCC(C)CC2)n[nH]c1=O (configuration not stated)	-1	-2	-12	4	-4	1	-4	4
CN(C)CCCNC(=O)c1ccc(Cl)c(S(=O)(=O)N2CCCCCC2)c1	-11	0	-7	3	-7	4	15	-1
Cc1ccc(S(=O)(=O)N2[C@@H](c3ccc(C(C)(C)C)cc3)C(C(=O)O)=CC[C@H]2c2ccc3c(c2)OCO3)cc1	1	-3	-15	-4	20	-2	-5	5
CCC(=O)N1CCCCN2[C@H](CO)[C@@H](c3ccc(C#Cc4cccnc4)cc3)[C@@H]2C1	-7	-7	-11	-15	-2	nt	0[16.7 µM]	12
COc1ccc(C2Nc3ccccc3C(=O)N2NC(C)=O)c(OC)c1 (configuration not stated)	13	0	-1	3	0	-2	nt	-8
O=C(NC1CCc2ccccc21)c1cc(COc2cncc(Cl)c2)on1 (configuration not stated)	-109	2	-25	-57	-3	4	6	-2
COC(=O)Cc1ccc(NC(=S)N2CCN(c3ccccn3)CC2)cc1	-2	0	6	-4	-4	6	-4	nt
C[C@@H]1CCCCO[C@H](CN(C)Cc2ccncc2)[C@H](C)CN([C@@H](C)CO)C(=O)c2cc(NC(=O)Nc3ccc(C(F)(F)F)cc3)ccc2O1	92*	-2	-5	34	1	nt	-2[16.7 µM]	7
Cc1ccc(C(C)(C)C)c(OCCCCN2CCCC2)c1	4	2	2	nt	nt	1	10	-10
O=C1CCN(Cc2ccc(O)cc2)CCN1CCO	-3&-8	-1	-8&4	-14&-6	-1&-2	-7&3	1	-8
O=C(C[C@H]1C[C@H]2c3cc(NC(=O)C4CCOCC4)ccc3O[C@H]2[C@@H](CO)O1)NC1CCCC1	5	2	-2	0	-1	7	-5[16.7 µM]	-1
C[C@@H]1CCCCO[C@H](CN(C)Cc2ccc3c(c2)OCO3)[C@H](C)CN([C@H](C)CO)C(=O)c2cc(NS(=O)(=O)c3ccccc3)ccc2O1	6	10	-9	-7	0	-1	-6[16.7 µM]	1

Assay outcomes deposited in PubChem BioAssay by Broad Institute.
